Screening results deposited in PubChem by several laboratories.
Glyco luc inh = increase of ERlucT glycosylation luciferase signal, primary screen, N-linked glycosylation inhibitor project, D54 ERlucT cells, luminescence, set 2; D54 ERlucT glycosylation luciferase reporter, 24 h; percent of 100 nM tunicamycin response; reporter increase, % at 12.5 µM; 360,000 tested, 0.23% active;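 active means mean luciferase reporter signal, scaled so untreated is 0 and the glycosylation-blocking control 100, at or above a set limit in every replicate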;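 further: luciferase carries N-glycosylation sites so blocking glycosylation raises the light; 0% = median of neutral control wells and 100% = median of 100 nM tunicamycin wells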
Vif inh = HIV Vif self-association inhibitors, primary screen, imaging, HEK293T, single point; HEK293T cells, Vif self-association by quenched fluorescence, 24 h; inhibition, % at 7.49 µM; 340,000 tested, 0.35% active; AID 602346, 2012; in the data active means inhibition above about 50%, passing the limit was not always enough; further: some results filed as inactive read as strong as hits
MC4R antag cAMP = MC4R antagonists of cAMP signaling, primary screen, cell-based, TR-FRET, antagonist arm of biased-ligand search; Melanocortin receptor 4 (Homo sapiens), P32245; MC4R-expressing cells, MTII-stimulated cAMP, LANCE TR-FRET; inhibition, % at 6.5 µM; 360,000 tested, 0.48% active;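 active means inhibition above its plate's cutoff, the mean of tested wells on that plate plus 3 SD, cut at about 29% in these data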;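 further: 0% = Melanotan II alone and 100% = Melanotan II plus saturating MCL0020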
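Material: U2OS-MC4R stable cell line | Reagent: Melanotan II challenge after compound preincubation | Doses: One concentration, 6.5 µM nominal | Incubation: 30-min compound preincubation, 1-h Melanotan II challenge, 1-h detection, room temperature | Signal: TR-FRET cAMP assay | Replicates: One well per compound, no replicates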
ABHD5-PLIN5 inh = ABHD5-PLIN5 interaction inhibitors, primary screen, cell lysate, split luciferase complementation, luminescence | inhibition, % at 4 µM | Split G. princeps luciferase complementation, 4 h | 360,000 tested, 0.78% active | AID 602281, 2012 | Perilipin-5 (Homo sapiens) + 1-acylglycerol-3-phosphate O-acyltransferase ABHD5 (Homo …;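 active means inhibition above the mean inhibition across every tested compound plus 3 SD, cut at about 22% in these data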;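 further: 0% = DMSO only wells and the 100% control is not disclosed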
Target sequence (Q00G26 whole entry, looked up): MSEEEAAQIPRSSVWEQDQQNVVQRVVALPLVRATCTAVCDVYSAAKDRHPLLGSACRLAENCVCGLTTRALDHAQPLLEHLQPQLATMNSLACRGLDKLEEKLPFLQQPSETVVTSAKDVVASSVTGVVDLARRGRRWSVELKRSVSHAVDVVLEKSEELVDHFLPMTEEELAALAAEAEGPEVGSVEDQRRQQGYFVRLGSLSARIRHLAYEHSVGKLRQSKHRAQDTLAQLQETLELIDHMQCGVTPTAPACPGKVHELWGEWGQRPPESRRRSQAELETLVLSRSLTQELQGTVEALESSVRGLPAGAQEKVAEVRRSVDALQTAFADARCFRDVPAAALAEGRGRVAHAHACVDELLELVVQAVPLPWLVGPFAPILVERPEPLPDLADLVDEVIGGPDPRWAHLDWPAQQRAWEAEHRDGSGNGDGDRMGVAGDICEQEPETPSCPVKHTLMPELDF
Target sequence (Q8WTS1 whole entry, looked up): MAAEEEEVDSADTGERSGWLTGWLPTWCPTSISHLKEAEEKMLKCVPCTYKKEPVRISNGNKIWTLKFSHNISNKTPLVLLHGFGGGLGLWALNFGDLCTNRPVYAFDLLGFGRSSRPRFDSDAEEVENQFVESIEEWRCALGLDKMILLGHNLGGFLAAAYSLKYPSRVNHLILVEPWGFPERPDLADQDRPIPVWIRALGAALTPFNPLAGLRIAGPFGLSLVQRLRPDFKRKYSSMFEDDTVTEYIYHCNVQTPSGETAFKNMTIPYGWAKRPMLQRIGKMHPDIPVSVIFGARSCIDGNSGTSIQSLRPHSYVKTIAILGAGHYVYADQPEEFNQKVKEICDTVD
Granule exo inh = LAMP-1 surface exposure blockers, TALL-104 cells – cell-based, flow cytometry, MLPCN library, primary screen | AID 651702, 2012 | TALL-104 LAMP-1 surface exposure; cells stimulated with thapsigargin and PMA | 360,000 tested, 0.66% active | inhibition, % at 10 µM;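 active means inhibition above about 55%, limit read from the data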
NOD2-RIPK2 inh = NOD2-RIPK2 binding disruptors in cells, primary screen, fluorescence, CHO cells, BLA complementation; Receptor-interacting serine/threonine-protein kinase 2 (Homo sapiens), O43353; CCF4 ratio; inhibition, % at 4.98 µM; 360,000 tested, 0.38% active; in the data active means inhibition above about 21%;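 further: 0% = vehicle only and 100% = reference blocker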
ABCB6 inh 2 = ABCB6 transporter inhibitors, primary screen, K562-ABCB6 cells, flow cytometry, MLPCN library | K562-ABCB6 porphyrin accumulation, 1 h; stronger effect = lower value | ATP-binding cassette sub-family B member 6 (Homo sapiens), Q9NP58 | 360,000 tested, 0.19% active | AID 602162, 2011 | fluorescence ratio to DMSO, % at 10 µM;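 active means fluorescence ratio to DMSO below 75%, the collection mean minus 3 SD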;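 further: signal is porphyrin accumulated inside mitochondria; 100% equals median channel fluorescence of DMSO control wells; lower ratio means ABCB6 inhibition with less porphyrin fluorescence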
TLR9-MyD88 block = inhibitors of TLR9-MyD88 association in cells, primary screen, cell-based, CHO, BLA complementation, fluorescence; 340,000 tested, 0.21% active; AID 504734, 2011; inhibition, % at 4.98 µM; CCF4 FRET ratio;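 active means inhibition above the mean over all tested compounds plus 3 SD, cut at about 21% in these data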;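 further: 0% = DMSO only wells and 100% = clavulanate BLA inhibitor control wells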
aDG glyco act = activators of alpha-DG glycosylation, primary screen, uHTS, Pro5-aDG cells, AlphaScreen | alpha-DG glycosylation AlphaScreen (IIH6); 0% Pro5, 100% B10-LARGE cell signal | activation, % at 10 µM | 360,000 tested, 0.22% active | AID 624168, 2012;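 active means activation of at least 8% versus controls, or a plate z-score of at least 8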;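 further: Pro5 are CHO cells carrying HIG-tagged alpha-DG that lacks glycosylation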
MC4R barr agon = MC4R agonists recruiting beta-arrestin, primary screen, cell-based, luminescence, agonist arm of biased-ligand search; U2OS MC4R beta-arrestin complementation; percent of melanotan II response, DMSO zero; activation, % at 8.9 µM; 360,000 tested, 0.98% active; AID 540308, 2011;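 active means activation above a per-plate cutoff, the mean activation of sample wells on that plate plus 3 SD, cut at about 8% in these data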
* marks the source's active call; other numbers are inactive results; · = not tested or not shown.

SMILES | Glyco luc inh | Vif inh | MC4R antag cAMP | ABHD5-PLIN5 inh | Granule exo inh | NOD2-RIPK2 inh | ABCB6 inh 2 | TLR9-MyD88 block | aDG glyco act | MC4R barr agon
CCc1nc2c(OCc3cccc(OC)c3)cccn2c1N(C)C(=O)c1ccc(OC)cc1 | -1 | -3 | -2 | 0 | -4 | 3 | 91 | · | 0.0 | -0.8
Cc1nnc2sc(COc3ccccc3)nn2c1=O | 0 | -10 | 16 | -24 | -8 | 1 | 103 | -3 | 0.1 | 1.1
Cc1ccc(C(=O)NC(=S)Nc2ccc3[nH]c(=O)[nH]c3c2)cc1C | -2 | 0 | 0 | 1 | -3 | -17 | 99 | 3 | -0.3 | -0.4
CN(CC(=O)Nc1ccc(Cl)c(Cl)c1)C(=O)C12CC3CC(CC(C3)C1)C2 | -1 | -1 | 4 | 0 | 0 | -2 | 103 | -9 | 1.0 | -1.4
COc1ccc(-c2c(C)sc(NC(=O)c3ccnn3C)c2C#N)cc1 | 2 | -18 | 1 | -3 | 10 | -5 | 96 | -3 | 1.2 | 2.2
Cc1ccc(S(=O)(=O)N2CCN(C(=O)c3cc(S(=O)(=O)N(C)C)ccc3N3CCCC3)CC2)cc1 | -1 | 0 | 7 | -2 | 6 | 2 | 100 | 4 | -0.2 | -2.5
COC(=O)c1cc(OC)c(OC)cc1NC(=O)Nc1ccccc1OC | 3 | 5 | 0 | -2 | 5 | -8 | 96 | -12 | -0.5 | -0.9
O=C(CNC(=O)c1cccs1)NCC(=O)OCc1c(Cl)cccc1Cl | -2 | -3 | 17 | 0 | -1 | -3 | 104 | -23 | 0.1 | -0.5
Cc1cc(C)nc(/N=C(\N)Nc2cccc([N+](=O)[O-])c2)n1 | 4 | 2 | 3 | -3 | -2 | 4 | 94 | -3 | -0.1 | -3.1
CC1=C(C(=O)Nc2ccc(CC(=O)NCc3ccccc3C)cc2)SCCO1 | 2 | 0 | 8 | -3 | -3 | -4 | 103 | 0 | -0.1 | -3.4
CC(OC(=O)C1=COCCO1)C(=O)Nc1cccc(S(=O)(=O)N2CCOCC2)c1 (stereo not given) | 0 | -4 | -3 | 11 | -2 | -7 | 101 | 1 | 0.3 | 0.8
CCOC(=O)c1c(NC(=O)CSc2nc3c(c(=O)n(C)c(=O)n3C)n2CC)sc(C)c1C | 3 | -1 | 0 | -1 | -1 | 0 | 98 | 3 | 0.0 | -0.1
O=Cc1ccccc1-c1cn(CN2C(=O)c3ccccc3C2=O)nn1 | -1 | 4 | 6 | 1 | -2 | -3 | 99 | -5 | 0.0 | -1.8
O=C(NCc1ccco1)/C(=C/c1cccnc1)NC(=O)c1cccc(Br)c1 | 3 | -2 | 1 | 5 | 2 | -8 | 97 | -2 | 0.4 | -0.7
C[C@@H]1CN([C@@H](C)CO)C(=O)Cc2cc(NC(=O)Nc3ccc(F)cc3)ccc2O[C@@H]1CN(C)Cc1ccc(Cl)c(Cl)c1 | -5 | 6 | 11 | -19 | -5 | 6 | 99 | 5 | 2.9 | -0.7
COc1cc(NC(=O)C2CCCCC2)c(OC)cc1NC(=O)CN1CCCCC1 | 1 | -2 | -1 | 0 | 0 | -9 | 103 | -15 | -0.2 | 2.3
CC1(C(=O)NS(=O)(=O)c2ccccc2C(F)(F)F)CCN1C(=O)COc1ccc(Cl)cc1 (stereo not given) | 1 | -2 | 12 | -14 | -9 | 0 | 104 | · | -0.2 | 0.0
COC(=O)CCCCNC(=O)Nc1ccccc1 | 0 | 4 | -1 | 4 | -3 | -12 | 100 | -1 | -0.1 | -1.5
O=C(COC(=O)c1ccc(Br)cc1)NC1CCCC1 | 3 | -9 | 8 | -6 | -11 | -6 | 97 | -4 | 0.0 | 1.2
Cc1ccccc1NC(=S)NC12CN3CN(CN(C3)C1)C2 | 2 | 22 | 2 | -5 | -3 | 0 | 98 | -4 | -0.4 | -0.5
C/C(=N/NS(=O)(=O)c1ccccc1)c1ccc(NC(=O)C(F)(F)F)cc1 | 0 | 2 | 6 | 4 | -8 | -7 | 98 | 1 | -0.2 | 0.0
CN(C(=O)CSc1nnc(N)s1)c1c(N)n(Cc2ccccc2)c(=O)[nH]c1=O | 1 | -4 | 1 | 7 | 9 | 3 | 104 | 7 | 0.1 | -1.5
Cc1cccc(NC(=O)CO/N=C/c2ccc3c(c2)OCO3)c1 | 2 | -1 | -2 | 1 | 3 | 4 | 101 | -15 | -0.1 | -1.1
Cc1ccc(/C=c2/sc3n(c2=O)CCCN=3)o1 | 3 | 21 | -9 | -4 | 8 | -3 | 95 | -2 | 0.0 | -0.5
CC(C)(C)NC(=S)NCCc1ccccc1 | -3 | -2 | 19 | 2 | 12 | -7 | 106 | -2 | 0.4 | 0.4
O=C(NCc1ccccc1)C1CNCC(C(=O)NCc2ccccc2)C1 (stereo not given) | 0 | -2 | -3 | -3 | -1 | -4 | 98 | 5 | -0.1 | -0.8
O=C(CSc1nccn1Cc1ccccc1)NCc1ccccc1 | -1 | 8 | 11 | -4 | -2 | 8 | 98 | 2 | -0.1 | 0.8
O=C(O)c1ccc(COc2ccc([N+](=O)[O-])cc2)o1 | 1 | -11 | -2 | -2 | -4 | 2 | 96 | -6 | 0.1 | -1.1
Cc1ccc(SCC(=O)Nc2ccc3c(c2)C(=O)N(C)C3=O)cc1 | 0 | -6 | 1 | -2 | 1 | -5 | 101 | 11 | 0.0 | -2.2
CCOc1cc(N2CCOCC2)c(OCC)cc1NC(=O)c1cccc(S(=O)(=O)N2CCOCC2)c1 | 3 | 8 | -1 | -3 | -1 | -11 | 93 | -2 | 0.1 | -1.1
Cc1cc(C(=O)NCc2cccnc2)no1 | 2 | -7 | 11 | 1 | 0 | -5 | 97 | -4 | -0.1 | -1.5
COC(=O)CC1C(=O)NCCN1C(=O)c1ccc([N+](=O)[O-])cc1 (stereo not given) | 2 | 1 | 4 | 4 | -13 | -4 | 100 | -15 | -0.1 | -0.2
CC1CC(C)CN(C(=O)c2cc3c(s2)CCC3)C1 (stereo not given) | -2 | -8 | 6 | -1 | -2 | 1 | 108 | 6 | 0.0 | -1.3
CCCCCCCCNCCS(=O)(=O)NC1CCCCC1 | -1 | -7 | 6 | -5 | 10 | -7 | 100 | 0 | 0.5 | 4.6
Cc1c(NS(=O)(=O)c2ccc(N(C)C3CCCCC3)c([N+](=O)[O-])c2)c(=O)n(-c2ccccc2)n1C | 1 | -2 | 8 | -2 | -3 | 7 | 101 | -10 | 0.0 | -1.8
Cc1csc2nc(CNS(=O)(=O)c3ccc4c(c3)OCCO4)cn12 | 2 | -8 | 5 | 2 | 2 | 2 | 92 | -2 | -0.1 | -0.3
O=C(CC1C(=O)NCCN1C(=O)Nc1ccc(Cl)cc1)Nc1ccc(F)cc1 (stereo not given) | 4 | -12 | 8 | 15 | 4 | -3 | 93 | 4 | -0.1 | -1.5
O=C(NCCc1ccc2c(c1)OCCO2)c1ccccn1 | -9 | -4 | 5 | -2 | 1 | -3 | 100 | 4 | 0.1 | 1.1
O=C(CCNS(=O)(=O)c1cccc2nsnc12)NCc1ccco1 | 0 | 17 | 22 | 3 | 3 | -6 | 98 | -4 | -0.3 | -0.4
O=C(CCCN1C(=O)CSc2ncccc21)N1CCN(c2cccc(C(F)(F)F)c2)CC1 | 0 | -20 | 3 | 3 | 1 | 3 | 92 | 8 | 0.3 | 0.2
CC(=O)NCCc1cnc[nH]1 | 3 | 2 | 5 | -3 | -4 | 1 | 99 | -10 | 0.0 | -2.2
Cc1ccccc1OCCNc1cc(N2CCN(CCO)CC2)ccc1[N+](=O)[O-] | 12 | 1 | -10 | 22* | -5 | -2 | 96 | -1 | 0.5 | -1.9
O=C(COc1ccc(Cl)cc1Cl)NCc1ccco1 | 3 | 22 | 1 | 5 | -2 | 2 | 93 | 9 | 0.0 | -0.4
O=C(O)c1ccccc1C(=O)Nc1ccccc1[N+](=O)[O-] | 1 | 1 | 1 | 1 | 0 | -9 | 87 | -6 | 0.0 | -1.1
CN(C)CCN(Cc1ccco1)c1ccccn1 | 0 | -2 | 12 | 46* | -2 | -7 | 95 | -4 | 0.0 | 0.4
Cc1ccc(-c2cc(C(=O)NCCCN3CCOCC3)c3ccccc3n2)cc1 | 2 | 27 | -1 | 2 | 3 | -9 | 95 | -5 | 0.1 | -0.4
O=C(CCC(=O)N1CCOc2ccc(Cl)cc21)NCCCN1CCN(c2ccccc2F)CC1 | 1 | 1 | 16 | -1 | -9 | 11 | 92 | -1 | 0.0 | 3.6

Compounds above with fluorine:
SMILES | Glyco luc inh | Vif inh | MC4R antag cAMP | ABHD5-PLIN5 inh | Granule exo inh | NOD2-RIPK2 inh | ABCB6 inh 2 | TLR9-MyD88 block | aDG glyco act | MC4R barr agon
C[C@@H]1CN([C@@H](C)CO)C(=O)Cc2cc(NC(=O)Nc3ccc(F)cc3)ccc2O[C@@H]1CN(C)Cc1ccc(Cl)c(Cl)c1 | -5 | 6 | 11 | -19 | -5 | 6 | 99 | 5 | 2.9 | -0.7
CC1(C(=O)NS(=O)(=O)c2ccccc2C(F)(F)F)CCN1C(=O)COc1ccc(Cl)cc1 (stereo not given) | 1 | -2 | 12 | -14 | -9 | 0 | 104 | · | -0.2 | 0.0
C/C(=N/NS(=O)(=O)c1ccccc1)c1ccc(NC(=O)C(F)(F)F)cc1 | 0 | 2 | 6 | 4 | -8 | -7 | 98 | 1 | -0.2 | 0.0
O=C(CC1C(=O)NCCN1C(=O)Nc1ccc(Cl)cc1)Nc1ccc(F)cc1 (stereo not given) | 4 | -12 | 8 | 15 | 4 | -3 | 93 | 4 | -0.1 | -1.5
O=C(CCCN1C(=O)CSc2ncccc21)N1CCN(c2cccc(C(F)(F)F)c2)CC1 | 0 | -20 | 3 | 3 | 1 | 3 | 92 | 8 | 0.3 | 0.2
O=C(CCC(=O)N1CCOc2ccc(Cl)cc21)NCCCN1CCN(c2ccccc2F)CC1 | 1 | 1 | 16 | -1 | -9 | 11 | 92 | -1 | 0.0 | 3.6

The list is partial; count on the stated rates, not on these rows.
